High-throughput results as filed in PubChem BioAssay.
Tb PGK inh: inhibitors of T. brucei phosphoglycerate kinase | P07378 | PGK/GAPDH coupled, Kinase-Glo luminescence, 60 min | Potency, µM (titrated, usually from 57.5 µM), for inactives: top-dose activity change, negative = inhibition, hits mostly inhibitors | 380,000 tested, 0.043% active | AID 602233; also: % is scaled to controls: 0 for no effect and ±100 for the full control effect; nearly all actives have a fitted effect of over 60% in size
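Recombinant glycosomal PGK reaction used 1,3-bisphosphoglycerate generated in-well by GAPDH (100nM final) in 100mM TEA pH 7.6, 5mM MgCl2, 0.01% Tween-20. After 60 minutes at room temperature, ATP was read by Kinase-Glo Plus luminescence end-point.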
Pin1 inhibitor: human Pin1 inhibition. Q13526. Pin1 FP peptide displacement, HiFluor488, 10 min. Potency, µM (doses to about 115 µM), for the others: at the highest dose activity, negative = inhibition, most hits filed as inhibitors. 390,000 tested, 0.009% active. AID 504891; active = well fitted inhibition curve with a large enough effect in the polarisation, with a control signal flat, not every such curve was filed as active; inconclusive = small, poorly fitted or top-dose-only effect, or effect the other way, or a change in a side signal; inactive = no such curve, though single readings can be large or run the other way; the % refers to the polarisation; also: % is scaled to controls: 0 for no effect and ±100 for the full control effect
BLM inh: Bloom syndrome helicase (human) inhibition. P54132. recombinant BLM DNA unwinding, fluorescence dequenching. Potency, µM (highest dose often 56.1 µM), for the others: at the top dose activity change, negative = inhibition, hits mostly inhibitors. 350,000 tested, 0.2% active. AID 2528;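 also: plate controls were vehicle for no effect and no enzyme for full effect; nearly all actives have a fitted effect of over 35% in size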
JMJD2A Tudor: JMJD2A Tudor domain (human) inhibition | AID 504339 | O75164 | AlphaScreen JMJD2A-Tudor / H3K4me3 peptide binding | Potency, µM (highest dose often 114 µM), inactives show at the top dose activity change, negative = inhibition, hits mostly inhibitors | 390,000 tested, 4.4% active; also: % is scaled to controls: 0 for no effect and ±100 for the full control effect; nearly all actives have a fitted effect of over 50% in size
Target sequence (O75164 whole entry, looked up, the tested form may be a part): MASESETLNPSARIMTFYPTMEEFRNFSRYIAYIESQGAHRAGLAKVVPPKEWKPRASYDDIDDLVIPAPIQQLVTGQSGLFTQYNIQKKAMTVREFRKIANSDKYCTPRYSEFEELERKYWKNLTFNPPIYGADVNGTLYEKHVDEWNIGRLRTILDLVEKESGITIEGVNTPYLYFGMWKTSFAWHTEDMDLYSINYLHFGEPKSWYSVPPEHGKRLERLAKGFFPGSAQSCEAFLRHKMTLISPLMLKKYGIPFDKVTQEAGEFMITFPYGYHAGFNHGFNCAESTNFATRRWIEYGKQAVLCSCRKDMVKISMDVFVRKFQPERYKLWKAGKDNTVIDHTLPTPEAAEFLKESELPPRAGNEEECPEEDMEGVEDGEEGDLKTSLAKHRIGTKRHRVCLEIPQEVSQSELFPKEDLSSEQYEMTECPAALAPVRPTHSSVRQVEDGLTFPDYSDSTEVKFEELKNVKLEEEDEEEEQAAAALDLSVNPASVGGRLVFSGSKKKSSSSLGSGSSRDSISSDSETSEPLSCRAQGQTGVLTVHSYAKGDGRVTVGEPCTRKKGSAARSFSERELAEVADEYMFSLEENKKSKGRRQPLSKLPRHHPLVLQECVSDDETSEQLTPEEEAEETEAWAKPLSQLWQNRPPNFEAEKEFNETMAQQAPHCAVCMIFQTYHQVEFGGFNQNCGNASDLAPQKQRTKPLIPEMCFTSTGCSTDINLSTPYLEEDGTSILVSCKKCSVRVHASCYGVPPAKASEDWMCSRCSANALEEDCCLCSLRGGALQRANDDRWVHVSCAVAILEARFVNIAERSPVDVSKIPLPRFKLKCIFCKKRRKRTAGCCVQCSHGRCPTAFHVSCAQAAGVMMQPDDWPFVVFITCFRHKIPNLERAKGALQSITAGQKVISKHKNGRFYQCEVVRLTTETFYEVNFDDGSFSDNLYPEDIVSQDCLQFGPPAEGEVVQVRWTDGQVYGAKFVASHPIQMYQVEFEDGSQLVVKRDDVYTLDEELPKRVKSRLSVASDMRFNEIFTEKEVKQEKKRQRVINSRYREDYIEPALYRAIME
BAZ2B inh: BAZ2B (human) inhibition; Q9UIF8; AID 504333; 360,000 tested, 4.4% active; Potency, µM (titrated, usually from 114 µM), for inactives: at the highest dose activity change, negative = inhibition, usual class: inhibitors; AlphaScreen BAZ2B-H3K14Ac peptide displacement; also: % is scaled to controls: 0 for no effect and ±100 for the full control effect; nearly all actives have a fitted effect of over 60% in size
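Complex of BAZ2B and biotin-H3K14Ac (50 nM apiece) forms over 30 min at RT, then faces library compounds up to 110 uM for another 30 min; AlphaScreen beads added, 20 min dark incubation, luminescence read.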
GLS inhibitor: blocks human kidney-isoform glutaminase activity. O94925. GLS enzymatic activity, qHTS titration. Potency, µM (titrated, usually from 45.5 µM), for the others: at the highest dose activity change, negative = inhibition, usual class: inhibitors. 410,000 tested, 0.21% active; also: % is scaled to controls: 0 for no effect and ±100 for the full control effect
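Two-point fluorescence kinetic (t0, 30 min RT) for hKGA; glutamate detected via glutamate oxidase–HRP–Amplex Red. Substrate: 1 mM L-glutamine solution; buffer 45 mM KH2PO4, pH 8.2.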
Pol iota inh: blocks human DNA polymerase iota activity | Q9UNA4 | Pol iota fluorescent replication assay, 10 min | Potency, µM (series often up to 115 µM), for inactives: top-dose activity, negative = inhibition, most hits filed as inhibitors | 390,000 tested, 1% active
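Pol iota at 10 nM preincubated 15 min with compounds at room temperature; reaction started with fluorescent substrate, 50 nM final. Fluorescence read kinetically at 0 and 10 min; buffer-only wells as negative control.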
HP1b binding inh: blocks HP1-beta chromodomain binding to methylated histone tails | AID 540317 | Potency, µM (doses to about 114 µM), inactives show top-dose activity change, negative = inhibition, actives largely listed as inhibitors | 390,000 tested, 0.56% active | AlphaScreen HP1-beta / biotin-H3K9me3 peptide binding; also: nearly all actives have a fitted effect of over 70% in size; inactives centre near 23
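AlphaScreen: HP1-beta (50 nM) preformed 30 min with biotin-H3(1-18)K9me3 peptide (50 nM) in PBS pH 7.4, 0.01% Tween-20. Compound added for 30 min at RT, then streptavidin donor/nickel chelate acceptor beads (10 ug/mL) for 30 min.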
G9a inh: G9a (human) methyltransferase inhibition; AID 504332; 350,000 tested, 8.8% active; G9a H3K9 monomethylation, AlphaScreen, 2 h; Potency, µM (highest dose often 102 µM), without a hit: top-dose activity, negative = inhibition, actives largely listed as inhibitors; also: % is scaled to controls: 0 for no effect and ±100 for the full control effect; nearly all actives have a fitted effect of over 75% in size
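Methyltransferase reactions run at room temperature for 2 h (20 nM enzyme, 500 nM biotin-H3K9 peptide, 20 uM SAM) after a 15 min compound preincubation; product detected by AlphaScreen beads and anti-H3K9me1 antibody.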
* marks the source's active call; other numbers are inactive results; [ ] = dose if it differs, or a comment. Unless noted, calls follow the shape of the dose curve; as a rule, active = well fitted curve in the direction sought with a large enough effect; inconclusive = small, poorly fitted or top-dose-only effect, or another doubt; inactive = no such curve, though single readings can be large; an effect the other way counts as inactive or inconclusive. Potency is read from the fitted curve at half-maximal effect. Some of the compounds tested. The share of hits here may be higher or lower than overall.

What do the screens show for `O=C(CCN1C(=O)/C(=C/c2ccccc2F)SC1=S)NC1C=CS(=O)(=O)C1` (stereo unspecified)?
Tb PGK inh: -8%; Pin1 inhibitor: 36%[activator]; BLM inh: -2%; JMJD2A Tudor: -14%; BAZ2B inh: inconclusive; GLS inhibitor: -7%; Pol iota inh: 30%; HP1b binding inh: 29%; G9a inh: 1%

What do the screens show for `Cc1cccn2c(CN[C@H]3CCCCNC3=O)c(C(=O)N3CCOCC3)nc12`?
Tb PGK inh: -5%; Pin1 inhibitor: 0%; BLM inh: 0%; JMJD2A Tudor: -3%; BAZ2B inh: 4%; GLS inhibitor: -1%; Pol iota inh: -7%; HP1b binding inh: 37%; G9a inh: 3%

Results for COc1ccc([N+](=O)[O-])cc1NC(=O)Cc1ccc(Cl)cc1 ?
Tb PGK inh: 2%; Pin1 inhibitor: 13%; BLM inh: -4%; JMJD2A Tudor: -15%; BAZ2B inh: -18%; GLS inhibitor: 15%; Pol iota inh: 15%; HP1b binding inh: 10%; G9a inh: -17%[59 µM]

How did O=C(NCCCNC(=O)c1cccs1)c1cccs1 do in these assays?
Tb PGK inh: -2%; Pin1 inhibitor: -1%; BLM inh: -1%; JMJD2A Tudor: inconclusive; BAZ2B inh: 8%; GLS inhibitor: inconclusive; Pol iota inh: 1%; HP1b binding inh: inconclusive; G9a inh: inconclusive

How did Cc1sc2ncn(CC(=O)N3CCN(c4ccccc4)CC3)c(=O)c2c1S(=O)(=O)N1CCC(C)CC1 do in these assays?
Tb PGK inh: 10%; Pin1 inhibitor: 14%; BLM inh: -7%; JMJD2A Tudor: -28%; BAZ2B inh: -17%; GLS inhibitor: 16%; Pol iota inh: -6%; HP1b binding inh: 5%; G9a inh: -47%[59 µM]

What do the screens show for `O=C(CNC(=O)c1cccs1)NCCc1ccco1`?
Tb PGK inh: inactive; Pin1 inhibitor: -2%; JMJD2A Tudor: -21%; BAZ2B inh: -27%; GLS inhibitor: -12%; Pol iota inh: inconclusive; HP1b binding inh: 18%; G9a inh: 8%[2.33 µM]

What do the screens show for `O=C(O)c1cccc(NC(=O)c2cn(-c3ccccc3)nc2-c2ccncc2)c1`?
Pin1 inhibitor: -2%; BLM inh: -3%; JMJD2A Tudor: -31%; BAZ2B inh: inconclusive; GLS inhibitor: 2%; Pol iota inh: 16%; HP1b binding inh: inconclusive; G9a inh: 32µM*

Results for COc1cccc(N=Nc2ccc3ccccc3c2O)c1 ?
Tb PGK inh: inconclusive; Pin1 inhibitor: 5%; BLM inh: 1%; JMJD2A Tudor: 2.8µM*; BAZ2B inh: 1.6µM*; GLS inhibitor: -5%; Pol iota inh: 27%; HP1b binding inh: inconclusive

Results for CC(=O)N1c2ccc(S(=O)(=O)N(C)CC(=O)Nc3ccccc3C)cc2CC1C (stereo unspecified) ?
Tb PGK inh: 3%; Pin1 inhibitor: -2%; BLM inh: 1%; JMJD2A Tudor: -7%; BAZ2B inh: -4%; GLS inhibitor: 9%; Pol iota inh: -9%; HP1b binding inh: 61%[activator]

How did CCc1ccc(N2CC(C)Cn3c2nc2c3c(=O)n(CCN3CCOCC3)c(=O)n2C)cc1 (stereo unspecified) do in these assays?
Tb PGK inh: -2%; Pin1 inhibitor: inconclusive; BLM inh: 3%; JMJD2A Tudor: -10%; BAZ2B inh: -25%[57.1 µM]; GLS inhibitor: 1%; Pol iota inh: 5%; HP1b binding inh: 10%; G9a inh: 40%[0.501 µM]

What do the screens show for `COc1cc(C)c(S(=O)(=O)N2CCCC2)cc1C`?
Tb PGK inh: -3%; Pin1 inhibitor: -5%; BLM inh: -1%; JMJD2A Tudor: 17%; BAZ2B inh: -1%; GLS inhibitor: -10%; Pol iota inh: 6%; HP1b binding inh: 50%[activator]; G9a inh: 0%[59 µM]

What do the screens show for `CCC(=O)Nc1cccc(NC(=O)CSc2nnnn2C)c1`?
Tb PGK inh: -9%; Pin1 inhibitor: -22%; BLM inh: 0%; JMJD2A Tudor: -9%; BAZ2B inh: 3%; GLS inhibitor: 1%; Pol iota inh: 7%; HP1b binding inh: 7%; G9a inh: -7%

What do the screens show for `CCOC(=O)C1C(=O)CC(C)(O)C(C(=O)OCC)C1c1ccc(OC)cc1` (stereo unspecified)?
Tb PGK inh: -9%; Pin1 inhibitor: -1%; BLM inh: 0%; JMJD2A Tudor: 9%; BAZ2B inh: inconclusive; GLS inhibitor: -5%; Pol iota inh: 4%; HP1b binding inh: 61%[activator]; G9a inh: 8%[59 µM]

Results for CCn1c(SCC(=O)NCCc2ccc(OC)c(OC)c2)nc2c1c(=O)n(C)c(=O)n2C ?
Tb PGK inh: -4%; Pin1 inhibitor: -2%; BLM inh: -5%; JMJD2A Tudor: -17%; BAZ2B inh: -11%; GLS inhibitor: 0%; Pol iota inh: 8%; HP1b binding inh: 11%; G9a inh: inconclusive

How did CN(CC(=O)Nc1ccc(OC(F)(F)F)cc1)S(=O)(=O)c1ccc2c(c1)CCC(=O)N2 do in these assays?
Tb PGK inh: -1%; Pin1 inhibitor: 7%; BLM inh: -2%; JMJD2A Tudor: -8%; BAZ2B inh: -34%; GLS inhibitor: -9%; Pol iota inh: 31%[activator]; HP1b binding inh: 35%; G9a inh: 14%[59 µM]

What do the screens show for `CCOC(=O)N1CCN(Cc2nc3c(c(=O)n(C)c(=O)n3C)n2Cc2cccc3ccccc23)CC1`?
Tb PGK inh: 1%; Pin1 inhibitor: 0%; BLM inh: -5%; JMJD2A Tudor: -21%; BAZ2B inh: -3%; GLS inhibitor: 5%; Pol iota inh: 3%; HP1b binding inh: 0%; G9a inh: -12%[59 µM]

What do the screens show for `COc1ccc(OC(C)C(=O)NC(C)c2ccccc2)cc1` (stereo unspecified)?
Tb PGK inh: -1%; Pin1 inhibitor: -5%; BLM inh: -1%; JMJD2A Tudor: -11%; BAZ2B inh: 11%; GLS inhibitor: -17%; Pol iota inh: 32%[activator]; HP1b binding inh: 62%[activator]; G9a inh: 28%

What do the screens show for `CCOc1ccc(N(CC(=O)NC(C)C)C(=O)CCC(=O)Nc2ccccn2)cc1`?
Tb PGK inh: -1%; Pin1 inhibitor: 1%; BLM inh: -1%; JMJD2A Tudor: -5%; BAZ2B inh: -8%; GLS inhibitor: -6%; Pol iota inh: 14%; HP1b binding inh: 38%

What do the screens show for `CC(=O)NN1C(=O)c2ccccc2NC1c1ccc([N+](=O)[O-])o1` (stereo unspecified)?
Tb PGK inh: -8%; Pin1 inhibitor: 1%; BLM inh: -2%; JMJD2A Tudor: -16%; BAZ2B inh: -25%; GLS inhibitor: 2%; Pol iota inh: -9%; HP1b binding inh: 13%; G9a inh: 2%[59 µM]

How did O=C(N/N=C/c1cccc([N+](=O)[O-])c1)c1ccncc1 do in these assays?
Tb PGK inh: -5%; Pin1 inhibitor: -2%; BLM inh: 1%; JMJD2A Tudor: 4%; BAZ2B inh: -1%; GLS inhibitor: 8%; Pol iota inh: -13%; HP1b binding inh: 34%; G9a inh: 26%

Two neighbouring records already listed, for reference:
What do the screens show for `O=C(CCN1C(=O)/C(=C/c2ccccc2F)SC1=S)NC1C=CS(=O)(=O)C1` (stereo unspecified)?
Tb PGK inh: -8%; Pin1 inhibitor: 36%[activator]; BLM inh: -2%; JMJD2A Tudor: -14%; BAZ2B inh: inconclusive; GLS inhibitor: -7%; Pol iota inh: 30%; HP1b binding inh: 29%; G9a inh: 1%

What do the screens show for `Cc1cccn2c(CN[C@H]3CCCCNC3=O)c(C(=O)N3CCOCC3)nc12`?
Tb PGK inh: -5%; Pin1 inhibitor: 0%; BLM inh: 0%; JMJD2A Tudor: -3%; BAZ2B inh: 4%; GLS inhibitor: -1%; Pol iota inh: -7%; HP1b binding inh: 37%; G9a inh: 3%

Other entries.
Results for CC1CCCN(c2nc3c(c(=O)[nH]c(=O)n3C)n2CCCc2ccccc2)C1 (stereo unspecified) ?
Tb PGK inh: -6%; Pin1 inhibitor: 1%; BLM inh: 0%; JMJD2A Tudor: -35%; BAZ2B inh: -30%; GLS inhibitor: 0%; Pol iota inh: 3%; HP1b binding inh: 2%; G9a inh: inconclusive

How did CCCOc1ccc(CNC(=O)C2CCN(c3nc4ccccc4nc3C(F)(F)F)CC2)cc1 do in these assays?
Tb PGK inh: -10%; Pin1 inhibitor: -2%; BLM inh: 0%; JMJD2A Tudor: 1%; BAZ2B inh: 0%; GLS inhibitor: 2%; Pol iota inh: -5%; HP1b binding inh: 15%; G9a inh: -2%[59 µM]

What do the screens show for `CC(C)OC(=O)/C(=C\c1ccccc1)NC(=O)c1ccccc1`?
Tb PGK inh: 0%; Pin1 inhibitor: -2%; BLM inh: -4%; JMJD2A Tudor: -18%; BAZ2B inh: -1%; GLS inhibitor: 1%; Pol iota inh: 21%; HP1b binding inh: 36%[activator]; G9a inh: 2%

Results for CCc1nnc(SCC(=O)Nc2cc(Cl)c(OC)cc2OC)c2cc3oc(C)cc3n12 ?
Tb PGK inh: -8%; Pin1 inhibitor: 2%; BLM inh: -6%; JMJD2A Tudor: -3%; BAZ2B inh: -13%; GLS inhibitor: -10%; Pol iota inh: 33%[activator]; HP1b binding inh: 37%; G9a inh: -16%[59 µM]

Results for CCn1ccnc1CN(C)Cc1nc(-c2ccc(C(=O)OC)cc2)no1 ?
Tb PGK inh: -2%; Pin1 inhibitor: -9%; BLM inh: 2%; JMJD2A Tudor: -22%; BAZ2B inh: -32%; GLS inhibitor: -1%; Pol iota inh: 9%; HP1b binding inh: 69%[activator]; G9a inh: inconclusive

What do the screens show for `CCCCCCN1Cc2ccccc2C1`?
Tb PGK inh: -7%; Pin1 inhibitor: 1%; BLM inh: 0%; JMJD2A Tudor: -17%; BAZ2B inh: inconclusive; GLS inhibitor: 19%; Pol iota inh: -1%; HP1b binding inh: 33%; G9a inh: 1%[12.7 µM]

How did O=C(Nc1cccc(F)c1)c1ccc(S(=O)(=O)N2CCCCC2)cc1 do in these assays?
Tb PGK inh: -9%; Pin1 inhibitor: 0%; BLM inh: -2%; JMJD2A Tudor: -22%; BAZ2B inh: 3%; GLS inhibitor: -1%; Pol iota inh: -18%; HP1b binding inh: 21%; G9a inh: 24%
